High-throughput results: PubChem BioAssay, several laboratories
Thrombin inh: inhibitors of human thrombin; P00734; alpha-thrombin, Boc-VPR-AMC fluorogenic substrate cleavage; inhibition, % at 5 µM; 220,000 compounds, 0.26% hits; AID 1046;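 active = inhibition at or above 40%; inactive = inhibition below 40%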;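 note: 0% = enzyme with no compound and 100% = wells without enzyme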
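System: human alpha-thrombin protein; Compound dosing: one concentration per compound, 5 µM, with 0.2% DMSO; Timing: reaction at room temperature; Technique: AMC fluorescence, 355/460 nm; Controls: enzyme without compound as high, wells lacking enzyme as low.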
PERK inhibitor: inhibitors of human PERK kinase. 220,000 compounds, 0.17% hits. inhibition, % at 5.6 µM. Q9NZJ5. CHO PERK-DD fusion, SEAP luminescence translation reporter;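 active = inhibition above the mean inhibition of all tested compounds plus 3 SD, set separately per screening campaign, cut at about 2.9% in these data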;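 note: PERK kinase domain activated by AP20187 dimerizer at 100 nM; 0% = DMSO with dimerizer and 100% = rapamycin at 8.4 µM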
hK5 inh: blocks human kallikrein 5 protease activity; Q9Y337; recombinant hK5, fluorogenic AMC substrate cleavage; inhibition, % at 5 µM; 210,000 compounds, 0.59% hits; AID 873;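 active = inhibition of 40% or more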;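 note: 0% = enzyme controls without compound and 100% = no-enzyme blanks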
Target sequence (Q9Y337 67-293 limits assumed): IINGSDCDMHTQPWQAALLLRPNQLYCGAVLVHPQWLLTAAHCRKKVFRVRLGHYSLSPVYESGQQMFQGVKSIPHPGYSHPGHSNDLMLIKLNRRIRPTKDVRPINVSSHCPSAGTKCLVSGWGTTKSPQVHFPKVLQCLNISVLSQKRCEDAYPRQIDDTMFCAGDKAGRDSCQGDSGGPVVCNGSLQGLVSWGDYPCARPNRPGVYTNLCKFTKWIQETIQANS
Wee1 stabilizer: inhibitors of human Wee1 degradation; 220,000 compounds, 1.2% hits; reporter increase, % at 5 µM; P30291; HeLa Luc-Wee1K328M stability, luciferase luminescence; 100% = proteasome inhibitor MG132 effect; AID 1321;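 active = activation above the mean of all tested compounds plus 3 SD, set per screening run, cut at about 8.8% in these data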;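 note: cells exposed to compound for 20 h before luminescence read; 0% = DMSO alone and 100% = MG132 at 30 µM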
p97 inhibitor: blocks human p97 ATPase activity. P55072. recombinant p97 ATPase, Kinase-Glo ATP luminescence, 3 h. inhibition, % at 8 µM. 220,000 compounds, 0.42% hits; in the data active = inhibition above about 15%;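 note: 0% = DMSO vehicle and 100% = wells lacking enzyme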
KCC2 mod: modulators of human KCC2 chloride dependent transport; AID 1456; Q9H2X9; 190,000 compounds, 2.2% hits; B-score of Tl+ flux slope (higher = more flux/activation; lower = inhibition) at 10 µM; KCC2 cells, thallium flux FluoZin-2 fluorescence;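 active = thallium flux slope and its plate-corrected score both differing from the plate sample mean at a set confidence after two filtering rounds, in either direction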;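 note: slope of fluorescence scaled to starting intensity during 10 to 20 s after thallium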
FXIa inh: blocks human coagulation factor XIa protease activity; P03951; inhibition, % at 5 µM; purified FXIa, Boc-Glu-Ala-Arg-AMC fluorogenic substrate; 220,000 compounds, 0.14% hits;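 active = inhibition of at least 40%; inactive = inhibition below 40%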;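 note: fluorescence of freed AMC excited at 355 nm; 0% = enzyme without compound and 100% = no enzyme blank; many of its hits are not listed in these tables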
FXIIa inh: blocks human coagulation factor XIIa protease activity. 220,000 compounds, 0.3% hits. AID 800. inhibition, % at 5 µM. P00748. purified FXIIa, Boc-QGR-AMC fluorogenic substrate, 2 h; in the data active = inhibition above about 40%;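 note: 0% = enzyme with no compound and 100% = blank without enzyme; many of its hits are not listed in these tables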
Furin inhibitor: human furin inhibition; P09958; purified furin, fluorogenic substrate cleavage; inhibition, % at 30 µM; 220,000 compounds, 0.061% hits; AID 463115; in the data active = inhibition above about 25%; note: inactives centre near -15
Target sequence (P09958 108-714 limits assumed): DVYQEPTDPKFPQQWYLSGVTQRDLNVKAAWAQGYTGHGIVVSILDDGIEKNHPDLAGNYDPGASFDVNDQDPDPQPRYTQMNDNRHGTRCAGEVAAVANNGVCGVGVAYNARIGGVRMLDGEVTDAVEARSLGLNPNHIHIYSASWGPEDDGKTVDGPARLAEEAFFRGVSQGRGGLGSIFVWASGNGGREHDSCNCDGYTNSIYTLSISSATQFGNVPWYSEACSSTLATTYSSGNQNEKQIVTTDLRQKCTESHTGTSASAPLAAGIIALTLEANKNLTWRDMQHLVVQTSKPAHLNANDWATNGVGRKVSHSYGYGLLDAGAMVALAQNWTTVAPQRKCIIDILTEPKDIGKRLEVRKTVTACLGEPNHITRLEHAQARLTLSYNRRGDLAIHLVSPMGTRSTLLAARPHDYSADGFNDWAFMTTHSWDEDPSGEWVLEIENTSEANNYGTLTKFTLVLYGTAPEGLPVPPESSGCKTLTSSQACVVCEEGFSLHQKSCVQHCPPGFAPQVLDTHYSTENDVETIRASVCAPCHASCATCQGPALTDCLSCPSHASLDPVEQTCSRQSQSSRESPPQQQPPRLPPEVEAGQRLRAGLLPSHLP
* marks the source's active call; other numbers are inactive results; [ ] = remark or other dose. Hits appear at their usual frequency; overall some 4.4% were active at least once.

`CC(=O)c1c(N(C)C)ccnc1C(F)(F)F` gave Thrombin inh 2, PERK inhibitor 0.2, hK5 inh 0, Wee1 stabilizer -1, p97 inhibitor 4, KCC2 mod -0.64, FXIa inh 3, FXIIa inh 14 and Furin inhibitor -4.
CCCn1c(=O)c2ccccc2n2c(SCc3c(C(=O)OCC)oc4ccccc34)nnc12 was read as Thrombin inh 4, PERK inhibitor -0.7, hK5 inh -15, Wee1 stabilizer 0, p97 inhibitor -6, KCC2 mod -0.93, FXIa inh 4, FXIIa inh 15 and Furin inhibitor -4.
For O=C(CN1C(=O)COc2ccc(S(=O)(=O)N3CCCC3)cc21)NC1CCCCCCC1 the results were Thrombin inh -6, PERK inhibitor 0.2, hK5 inh -4, Wee1 stabilizer 4, p97 inhibitor 2, KCC2 mod -0.12, FXIa inh 21, FXIIa inh 25 and Furin inhibitor -19.
`O=C(O)CSCC(=O)NCc1csc2ccc(Cl)cc12` gave Thrombin inh -6, PERK inhibitor 0.5, hK5 inh 0, Wee1 stabilizer -2, p97 inhibitor 6, KCC2 mod -0.5, FXIa inh 0, FXIIa inh 4 and Furin inhibitor 1.
COCCn1c(SCC(=O)Nc2nc(C)c(Cl)cc2Cl)nc2ccccc21 was read as Thrombin inh 0, PERK inhibitor -1.6, hK5 inh -21, Wee1 stabilizer -2, p97 inhibitor -2, KCC2 mod -1, FXIa inh 1, FXIIa inh 16 and Furin inhibitor -23.
For CCOC(=O)/C(=C/C=C1\Sc2ccccc2N1CC)C(C)=O the results were Thrombin inh 4, PERK inhibitor -0.5, hK5 inh -10, Wee1 stabilizer 0, p97 inhibitor -1, KCC2 mod inactive, FXIa inh 10, FXIIa inh 11 and Furin inhibitor 19.
Screening Cc1cccc2nc(-c3ccco3)c(Nc3ccc4c(c3)OCCO4)n12 returned Thrombin inh -18, PERK inhibitor 0.0, hK5 inh 1, Wee1 stabilizer 4, p97 inhibitor 4, KCC2 mod 0.7, FXIa inh -2, FXIIa inh 4 and Furin inhibitor -18.
`CCc1ccc(NC(=O)C(=O)c2cn(CC(=O)N3CCCCC3)c3ccccc23)cc1` gave Thrombin inh -1, PERK inhibitor 0.5, hK5 inh 0, Wee1 stabilizer 2, p97 inhibitor 5, KCC2 mod -1.2, FXIa inh 6, FXIIa inh 12 and Furin inhibitor 6.
For COc1ccc(NC(=O)CS(=O)CC(=O)NCC2OCCc3ccccc32)cc1 (centres undefined) the results were Thrombin inh -1, PERK inhibitor 0.5, hK5 inh -18, Wee1 stabilizer 3, p97 inhibitor 5, KCC2 mod -0.0013, FXIa inh -7, FXIIa inh -5 and Furin inhibitor -12.
`CCOC(=O)C1C(=O)CC(O)(c2ccccc2)CC1c1ccccc1` (centres undefined) gave Thrombin inh 4, PERK inhibitor -1.4, hK5 inh -1, Wee1 stabilizer -1, p97 inhibitor -2, FXIa inh 1, FXIIa inh 10 and Furin inhibitor 2.
For CN(CCN1CCOCC1)Cc1nc(-c2ccccc2)no1 the results were Thrombin inh -16, PERK inhibitor 0.1, hK5 inh -1, Wee1 stabilizer -1, p97 inhibitor -3, KCC2 mod -0.042, FXIa inh -5, FXIIa inh 6 and Furin inhibitor -23.
Screening Cc1cccc(C(=O)Nc2sc(C)c(-c3ccccc3)c2C#N)c1 returned Thrombin inh 53*, PERK inhibitor -1.3, hK5 inh 56*, Wee1 stabilizer 6, p97 inhibitor 2, KCC2 mod 0.38, FXIa inh 10, FXIIa inh 6 and Furin inhibitor -15[20 µM].
Screening O=C(Nc1ccccc1C(=O)N1CCCCC1)NC1CCCCC1 returned Thrombin inh -6, PERK inhibitor 0.3, hK5 inh -5, Wee1 stabilizer 1, p97 inhibitor 9, KCC2 mod 0.7, FXIa inh -5, FXIIa inh 2 and Furin inhibitor -26.
`CC1CCCCN1C(=O)CCS(=O)(=O)c1cccc2nonc12` (centres undefined) gave Thrombin inh -1, PERK inhibitor 0.1, hK5 inh 3, Wee1 stabilizer 0, p97 inhibitor 0, FXIa inh 1, FXIIa inh 14 and Furin inhibitor -13.
For CCC(=O)Nc1cccc(NC(=O)c2ccc(C)c([N+](=O)[O-])c2)c1 the results were Thrombin inh 2, PERK inhibitor -0.5, hK5 inh -12, Wee1 stabilizer 1, p97 inhibitor 0, KCC2 mod -0.022, FXIa inh 0, FXIIa inh 17 and Furin inhibitor -10.

3 neighbouring entries out of the list so far, for reference:
Screening O=C(Nc1ccccc1C(=O)N1CCCCC1)NC1CCCCC1 returned Thrombin inh -6, PERK inhibitor 0.3, hK5 inh -5, Wee1 stabilizer 1, p97 inhibitor 9, KCC2 mod 0.7, FXIa inh -5, FXIIa inh 2 and Furin inhibitor -26.
`CC1CCCCN1C(=O)CCS(=O)(=O)c1cccc2nonc12` (centres undefined) gave Thrombin inh -1, PERK inhibitor 0.1, hK5 inh 3, Wee1 stabilizer 0, p97 inhibitor 0, FXIa inh 1, FXIIa inh 14 and Furin inhibitor -13.
For CCC(=O)Nc1cccc(NC(=O)c2ccc(C)c([N+](=O)[O-])c2)c1 the results were Thrombin inh 2, PERK inhibitor -0.5, hK5 inh -12, Wee1 stabilizer 1, p97 inhibitor 0, KCC2 mod -0.022, FXIa inh 0, FXIIa inh 17 and Furin inhibitor -10.

(more compounds)
For Cn1c(=O)c2c(nc(NCc3ccc4c(c3)OCO4)n2Cc2ccccc2Cl)n(C)c1=O the results were Thrombin inh -2, PERK inhibitor -0.6, hK5 inh -23, Wee1 stabilizer 3, p97 inhibitor 6, KCC2 mod -0.38, FXIa inh -11, FXIIa inh 0 and Furin inhibitor -25[20 µM].
Screening CC(C)(Oc1cccc2ccccc12)C(=O)O returned Thrombin inh -4, PERK inhibitor 0.2, hK5 inh -17, Wee1 stabilizer -1, p97 inhibitor 5, KCC2 mod 0.21, FXIa inh 3, FXIIa inh 9 and Furin inhibitor 6[20 µM].
Cc1cccc(N/N=C/c2ccccc2O)c1 was read as Thrombin inh 1, PERK inhibitor 0.9, hK5 inh -13, Wee1 stabilizer 4, p97 inhibitor 6, KCC2 mod 1.1, FXIa inh 5, FXIIa inh 10 and Furin inhibitor -8.
COc1cc(-c2nc3cnccn3c2Nc2ccc(C)cc2)ccc1O was read as Thrombin inh -3, PERK inhibitor -0.7, hK5 inh -53, Wee1 stabilizer 0, p97 inhibitor 3, FXIa inh -10, FXIIa inh -2 and Furin inhibitor -19[20 µM].
`Cc1noc(C)c1CSCC(=O)N1CCN(c2ccc([N+](=O)[O-])cc2)CC1` gave Thrombin inh 3, PERK inhibitor -0.5, hK5 inh -7, Wee1 stabilizer -1, p97 inhibitor 0, KCC2 mod 0.032, FXIa inh 5, FXIIa inh 18 and Furin inhibitor -5[20 µM].
CN(C)S(=O)(=O)N1CCC(C(=O)O)(c2ccccc2)CC1 was read as Thrombin inh -4, PERK inhibitor 0.4, hK5 inh -10, Wee1 stabilizer -1, p97 inhibitor 3, KCC2 mod -0.54, FXIa inh 4, FXIIa inh 13 and Furin inhibitor -20[20 µM].
For CC(=O)c1c(C)[nH]c(C(=O)CSc2nc3ccccc3c(=O)n2CCCO)c1C the results were Thrombin inh -4, PERK inhibitor 0.0, hK5 inh 0, Wee1 stabilizer -2, p97 inhibitor 1, KCC2 mod 0.11, FXIa inh -3, FXIIa inh 10 and Furin inhibitor -14.
For N#CCC(=O)N/N=C/c1ccc(SCC(=O)Nc2ccccc2)o1 the results were Thrombin inh -6, PERK inhibitor 1.3, hK5 inh -10, Wee1 stabilizer -1, p97 inhibitor 3, KCC2 mod -0.53, FXIa inh -4, FXIIa inh 7 and Furin inhibitor -23.
For c1cncc(CNc2cccc(-c3nc4ccccc4[nH]3)c2)c1 the results were Thrombin inh -3, PERK inhibitor -0.9, hK5 inh -5, Wee1 stabilizer 1, p97 inhibitor 7, KCC2 mod -1.4, FXIa inh -2, FXIIa inh 5 and Furin inhibitor -9.
Screening COc1ccc(NC(=O)Cn2c(=O)n(-c3ccc(OC)cc3OC)c(=O)c3c(C)c(C)sc32)cc1 returned Thrombin inh -5, PERK inhibitor -1.4, hK5 inh -19, Wee1 stabilizer -1, p97 inhibitor 4, KCC2 mod 0.57, FXIa inh 8, FXIIa inh 6 and Furin inhibitor -3.
`COC(=O)c1cccc(NS(=O)(=O)c2cccs2)c1C` gave Thrombin inh -1, PERK inhibitor 1.7, hK5 inh 6, Wee1 stabilizer 1, p97 inhibitor 4, KCC2 mod -0.68, FXIa inh -3, FXIIa inh 7 and Furin inhibitor -22[20 µM].
For O=C(CSc1nccc(=O)[nH]1)Nc1ccc2c(c1)OCCO2 the results were Thrombin inh 11, PERK inhibitor 0.6, Wee1 stabilizer 1, p97 inhibitor 4, KCC2 mod 1.5, FXIa inh 7, FXIIa inh 15 and Furin inhibitor -16.
`Cc1ncsc1C(=O)N1N=C2/C(=C/c3ccc(N4CCOCC4)cc3)CCCC2C1c1ccc(N2CCOCC2)cc1` (centres undefined) gave Thrombin inh 7, PERK inhibitor -1.3, hK5 inh -9, Wee1 stabilizer 9.0*, p97 inhibitor 1, KCC2 mod -0.61, FXIa inh -6, FXIIa inh 10 and Furin inhibitor -23[20 µM].
`O=C(/C=C/c1ccc(Cl)cc1)N1CCN(c2ccccc2[N+](=O)[O-])CC1` gave Thrombin inh 0, PERK inhibitor -0.1, hK5 inh -27, Wee1 stabilizer 0, p97 inhibitor -11, KCC2 mod -1.8, FXIa inh 11, FXIIa inh 3 and Furin inhibitor 1.
Screening CCOC(=O)c1cnn(-c2ccccc2)c1-n1cccc1C(=O)C(=O)N(CC)CC returned Thrombin inh 2, PERK inhibitor 0.7, hK5 inh -8, Wee1 stabilizer 4, p97 inhibitor 4, KCC2 mod 0.22, FXIa inh -1, FXIIa inh 4 and Furin inhibitor -14.
Screening COc1cccc(/C(O)=C2/C(=O)C(=O)N(Cc3cccnc3)C2c2ccco2)c1 (centres undefined) returned Thrombin inh -3, PERK inhibitor 1.0, hK5 inh -8, Wee1 stabilizer 0, p97 inhibitor 3, FXIa inh 1, FXIIa inh 2 and Furin inhibitor -9[20 µM].
For CCC1(C)COC(C)(CC(=O)NNC(=O)Nc2ccccc2)OC1 (centres undefined) the results were Thrombin inh 1, PERK inhibitor -0.5, hK5 inh -6, Wee1 stabilizer 2, p97 inhibitor 4, FXIa inh -7, FXIIa inh 7 and Furin inhibitor -12.
Cc1c(N/C(=N/S(=O)(=O)c2ccc(F)cc2)c2ccccc2)c(=O)n(-c2ccccc2)n1C was read as Thrombin inh 1, PERK inhibitor 0.7, Wee1 stabilizer 2, p97 inhibitor 2, KCC2 mod 0.13, FXIa inh 3, FXIIa inh 9 and Furin inhibitor -11.
c1ccn2c(SCc3cn4ccsc4n3)nnc2c1 was read as Thrombin inh -2, PERK inhibitor 0.5, hK5 inh 18, Wee1 stabilizer -2, p97 inhibitor 0, KCC2 mod 1.2, FXIa inh 2, FXIIa inh 10 and Furin inhibitor -18[20 µM].
O=C(c1cc(COc2ccc(F)cc2Cl)on1)N1CCCC(c2ccccc2)C1 (centres undefined) was read as Thrombin inh -2, PERK inhibitor 0.4, hK5 inh 4, Wee1 stabilizer -4, p97 inhibitor -8, KCC2 mod -1.8, FXIa inh 0, FXIIa inh 13 and Furin inhibitor -14.
